CaV13 FRET inh – Primary screen for inhibitors of IQ motif and Ca2+-dependent inactivation inhibitor domain binding in CACNA1D, Förster resonance energy transfer in living cells, … | inhibition, % at 12.3 µM | 0.098% of 340,000 active | HEK cells, CFP/YFP FRET ICDI-IQ, plate reader, 10 min; percent FRET-ratio fall versus neutral wells | AID 743397;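 active means mean replicate inhibition of at least 30% and at least 1% of replicates passing that level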;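 further: 0% = median of the neutral control wells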
MC4R ag barr – MC4R agonists recruiting beta-arrestin, primary screen, cell-based, luminescence, agonist arm of biased-ligand search; Melanocortin receptor 4 (Homo sapiens), P32245; U2OS MC4R beta-arrestin complementation; percent of melanotan II response, DMSO zero; activation, % at 8.9 µM; 0.98% of 360,000 active; AID 540308, 2011;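 active means activation above a per-plate cutoff, the mean activation of sample wells on that plate plus 3 SD, cut at about 8% in these data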
Target sequence (P32245 whole entry, looked up): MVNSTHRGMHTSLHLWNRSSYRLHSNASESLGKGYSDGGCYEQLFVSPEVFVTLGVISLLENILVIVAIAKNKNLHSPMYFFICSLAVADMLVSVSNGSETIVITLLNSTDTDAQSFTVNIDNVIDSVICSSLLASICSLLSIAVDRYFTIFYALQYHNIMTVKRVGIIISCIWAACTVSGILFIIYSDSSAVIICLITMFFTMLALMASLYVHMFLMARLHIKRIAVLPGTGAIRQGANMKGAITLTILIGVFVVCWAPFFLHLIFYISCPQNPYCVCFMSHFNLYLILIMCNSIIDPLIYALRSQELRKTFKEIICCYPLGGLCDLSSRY
Exocytosis inh – LAMP-1 surface exposure blockers, TALL-104 cells – cell-based, flow cytometry, MLPCN library, primary screen; TALL-104 LAMP-1 surface exposure; cells stimulated with thapsigargin and PMA; inhibition, % at 10 µM; 0.66% of 360,000 active; AID 651702, 2012;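 active means inhibition above about 55%, limit read from the data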
Glyco luc inh – increase of ERlucT glycosylation luciferase signal, primary screen, N-linked glycosylation inhibitor project, D54 ERlucT cells, luminescence, set 2; D54 ERlucT glycosylation luciferase reporter, 24 h; percent of 100 nM tunicamycin response; reporter increase, % at 12.5 µM; 0.23% of 360,000 active; AID 588692, 2011;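 active means mean luciferase reporter signal, scaled so untreated is 0 and the glycosylation-blocking control 100, at or above a set limit in every replicate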;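 further: luciferase carries N-glycosylation sites so blocking glycosylation raises the light; 0% = median of neutral control wells and 100% = median of 100 nM tunicamycin wells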
MC4R antagonist – MC4R antagonists of cAMP signaling, primary screen, cell-based, TR-FRET, antagonist arm of biased-ligand search | Melanocortin receptor 4 (Homo sapiens), P32245 | MC4R-expressing cells, MTII-stimulated cAMP, LANCE TR-FRET | inhibition, % at 6.5 µM | 0.48% of 360,000 active | AID 540295, 2011;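 active means inhibition above its plate's cutoff, the mean of tested wells on that plate plus 3 SD, cut at about 29% in these data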;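 further: 0% = Melanotan II alone and 100% = Melanotan II plus saturating MCL0020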
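System: U2OS-MC4R stable cell line; Technique: Eu-cAMP/anti-cAMP TR-FRET, emission 671 nm; Repeats: single well per compound; Also added: Melanotan II; Dosing: one concentration, 6.5 µM nominal; Schedule: 30-min compound, 1-h challenge, 1-h detection, room temperature.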
Cardio protect – cardioprotection against H2O2-induced cell death, primary screen, uHTS, H9c2 cells, ATPLite luminescence. protection from H2O2 cell death, % at 20 µM. H9c2 cardiomyocytes, H2O2 injury protection, 2 h. AID 588492, 2011. 0.63% of 360,000 active;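 active means compounds giving at least 50% protection of heart cells from peroxide-induced death in the single-dose screen, raw or plate-pattern-corrected value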;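 further: 0% = DMSO wells with peroxide and 100% = DMSO wells without peroxide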
ABHD5-PLIN5 inh – ABHD5-PLIN5 interaction inhibitors, primary screen, cell lysate, split luciferase complementation, luminescence; Perilipin-5 (Homo sapiens) + 1-acylglycerol-3-phosphate O-acyltransferase ABHD5 (Homo …; Split G. princeps luciferase complementation, 4 h; inhibition, % at 4 µM; 0.78% of 360,000 active; AID 602281, 2012;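 active means inhibition above the mean inhibition across every tested compound plus 3 SD, cut at about 22% in these data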;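 further: 0% = DMSO only wells and the 100% control is not disclosed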
PDI inh – inhibitors of human PDI, primary screen, biochemical, turbidity, single point, plate reader | PDI insulin aggregation turbidity, A650, 90 min | inhibition, % at 10 µM | 0.052% of 350,000 active | AID 588391, 2011;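 active means mean inhibition across replicates of 30% or more, whatever share of single replicates reach that level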;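 further: absorbance from insulin aggregation driven by PDI reduction with DTT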
Target sequence (P07237 whole entry, looked up): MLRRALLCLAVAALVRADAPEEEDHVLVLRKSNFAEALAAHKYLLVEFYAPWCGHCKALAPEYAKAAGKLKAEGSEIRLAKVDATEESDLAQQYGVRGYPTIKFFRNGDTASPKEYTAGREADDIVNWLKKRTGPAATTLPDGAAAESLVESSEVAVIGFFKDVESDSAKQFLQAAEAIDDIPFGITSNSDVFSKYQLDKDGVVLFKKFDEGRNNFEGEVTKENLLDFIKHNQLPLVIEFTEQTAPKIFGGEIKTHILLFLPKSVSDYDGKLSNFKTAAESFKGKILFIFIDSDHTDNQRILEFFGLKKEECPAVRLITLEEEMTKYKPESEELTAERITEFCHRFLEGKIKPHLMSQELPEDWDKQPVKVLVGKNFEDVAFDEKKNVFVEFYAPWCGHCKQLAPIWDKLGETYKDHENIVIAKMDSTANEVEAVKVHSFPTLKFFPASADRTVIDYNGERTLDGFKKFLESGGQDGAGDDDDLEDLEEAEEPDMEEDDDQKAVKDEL
ABCB6 inh MLPCN – ABCB6 transporter inhibitors, primary screen, K562-ABCB6 cells, flow cytometry, MLPCN library; ATP-binding cassette sub-family B member 6 (Homo sapiens), Q9NP58; K562-ABCB6 porphyrin accumulation, 1 h; stronger effect = lower value; fluorescence ratio to DMSO, % at 10 µM; 0.19% of 360,000 active; AID 602162, 2011;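 active means fluorescence ratio to DMSO below 75%, the collection mean minus 3 SD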;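 further: signal is porphyrin accumulated inside mitochondria; 100% equals median channel fluorescence of DMSO control wells; lower ratio means ABCB6 inhibition with less porphyrin fluorescence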
m5-HT2A agonist – mouse Htr2a agonists via beta-arrestin recruitment, primary screen, cell-based, luminescence. AID 624169, 2012. 0.66% of 360,000 active. 5-hydroxytryptamine receptor 2A (Mus musculus), P35363. CHO-K1 mHTR2A beta-arrestin complementation; percent of 30 µM serotonin response. activation, % at 7.6 µM;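 active means activation above a run cutoff, the mean activation of all tested compounds plus 3 SD, cut at about 14% in these data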;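 further: 0% = plate median of compound wells and 100% = 30 µM serotonin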
* = called active by the depositor; / = no result given.

SMILES	CaV13 FRET inh	MC4R ag barr	Exocytosis inh	Glyco luc inh	MC4R antagonist	Cardio protect	ABHD5-PLIN5 inh	PDI inh	ABCB6 inh MLPCN	m5-HT2A agonist
Cc1ccc(N(C(=O)c2csnn2)C(C(=O)NC2CCCCC2)c2ccncc2)c(C)c1 (centres undefined)	-3	2.0	41	2	21	2	2	-10	98	-5
Cc1cc(C)n(-c2ccc(C)c(Cl)c2)n1	-18	1.2	3	0	3	4	-6	4	103	-1
COc1ccc(S(=O)(=O)NC(C)C(=O)NCc2ccncc2)cc1Cl (centres undefined)	-2	-2.4	-4	0	4	-1	-1	2	89	-4
CCC(=O)c1cn([C@@H](CCC(OC)OC)CC(=O)OC(C)(C)C)cc1CC	-5	-1.5	-7	-2	7	9	5	-6	86	3
Cc1cc(C(O)c2ncc(-c3cccc4ccccc34)[nH]2)ccc1F (centres undefined)	-4	-1.6	7	1	-12	-10	-5	-2	96	-1
COc1ccccc1-n1c(SC)nc(O)cc1=O	-6	-0.6	3	3	0	4	3	-1	105	4
CCOc1ccc(CCNC(=O)c2nnn(CC(=O)Nc3ccc(OC)c(OC)c3)c2N)cc1OCC	-7	-1.7	2	2	9	-1	-6	6	96	-1
CC(C)C(=O)N1CCCC1(C)C(=O)Nc1ccc(-n2cccc2)cc1 (centres undefined)	-5	-0.8	-10	-1	5	-3	-1	9	101	1
COc1cc(CNCc2ccccn2)ccc1OCC(=O)NC(C)(C)C	-1	-1.1	-1	-1	14	0	2	2	102	1
C[C@]12c3[nH]c4ccc(Cl)cc4c3CCN1C(=O)[C@@H](CC(=O)NCCC1=CCCCC1)C[C@@H]2C(=O)N1CCCCC1	-6	-2.2	9	0	4	-2	2	5	98	-3
CCc1ccc(C2CC(=O)N(c3cccc(F)c3)C3=C2C(=O)OC3)cc1 (centres undefined)	-5	-0.1	1	-1	-2	-3	6	0	87	5
CCOC(=O)NC(=O)CSc1nnc(C2CC2)n1Cc1ccco1	2	-0.7	0	3	-1	3	0	-3	102	-3
Cc1cc(=O)n2cccc(O)c2n1	-4	0.3	1	2	-4	8	-4	-3	98	2
O=C(N/N=C/c1ccncc1)/C(=C/c1ccccc1)NC(=O)c1ccccc1	-7	-1.5	-4	8	8	0	3	-7	88	-4
O=C(OCCCN1CCCC1)C1(c2ccccc2)CCCC1	-4	-1.4	3	-2	-6	0	-2	1	88	-2
COc1ccc(NS(=O)(=O)c2ccc(-c3ccccn3)s2)cc1	-15	-2.7	29	-1	2	-11	-1	-5	99	7
CC1(C)Cc2c(C#N)c(OCC(=O)c3ccc(Cl)cc3)nc(-c3ccco3)c2CO1	-1	0.1	1	0	2	1	-3	-11	100	0
CCN1CCCC1Cn1cnc2c([nH]c3ccc(OC)cc32)c1=O (centres undefined)	-5	1.4	2	0	1	11	-1	-3	104	2
O=C1CC2(CCCCC2)Oc2ccccc21	-8	2.0	9	0	4	0	1	6	92	4
COc1ccc(/C(N)=N/OC(=O)C2CCC(=O)N2S(=O)(=O)c2ccc(C)cc2)cc1 (centres undefined)	-4	-0.7	-7	1	5	0	3	1	94	0
CCOC(=O)c1ccc(C(=S)N2CCCC2)cc1	-16	-0.1	-4	0	0	-1	-8	0	98	1
O=C(Nc1ccccc1N1CCOCC1)c1ccc2ccccc2n1	-5	-1.3	5	3	-4	30	-1	15	99	3
CSc1sc(C(=O)N2CCc3ccccc32)cc1S(=O)(=O)C(C)C	-3	0.0	0	1	11	15	1	6	91	7
Cn1c(=O)c2c(ncn2CC(=O)OCC(=O)Nc2cc(Cl)ccc2Cl)n(C)c1=O	-2	-4.1	-2	0	14	7	2	4	99	-2
CCOc1ccc2nc(NC(=O)CSc3nnnn3C3CCCCC3)sc2c1	-5	0.8	2	0	17	-6	7	-3	100	1
FC(F)Oc1ccc(NC(=S)NCc2ccccc2)cc1	-5	0.0	-8	-2	-1	-3	1	-7	99	-2
CCOC(=O)[C@@H]1[C@H]2COc3ccc(Br)cc3[C@H]2N2C(=O)N(c3ccc(C)cc3)C(=O)[C@@]12C	-5	-0.7	-5	-2	9	-10	1	2	101	-4
COc1ccc(OC)c(Nc2nc(-c3ccccc3O)nc3ccccc23)c1	-7	-1.1	-1	1	5	-4	-3	-13	98	7
CCOc1ccc(S(=O)(=O)N(C)C)cc1-c1nc2c(C(C)(C)C)nn(C)c2c(=O)[nH]1	/	-0.7	-5	4	17	21	0	5	99	7
O=C(CN1CCN(CC(=O)c2ccccc2)CC1)c1ccccc1	-6	-1.6	11	1	4	11	8	-11	101	-3
Clc1ccc(CSc2nnc(-c3ccc4c(c3)OCO4)o2)cc1	/	-2.7	3	0	-2	-12	-4	11	108	-1
Cc1ccc(OCC(O)Cn2nc(C)cc2C)cc1 (centres undefined)	5	-2.2	-1	2	4	-6	2	-2	97	-2
CCOc1ncccc1C(=O)OCC(=O)c1ccc[nH]1	-5	-2.1	1	1	-4	15	-1	4	102	-4
O=S(=O)(NCc1csc(-c2ccccc2)n1)c1ccc(Cl)s1	-10	3.6	2	-2	3	-21	2	/	92	-2
COc1ccc(-n2cnnc2SCC(=O)NCc2cccs2)cc1	-5	-1.9	-3	1	3	3	-9	1	108	4
Cc1cccc(/C=C2\CS/C(=C\c3cccc(C)c3)C2=O)c1	-4	1.3	7	0	6	-10	10	1	96	-6
O=S1(=O)CC(N2CCCCC2)CN1Cc1cn(Cc2ccc(Cl)cc2)nn1 (centres undefined)	-11	/	0	/	/	/	-3	/	92	2
Oc1[nH]c2ccccc2c1N=Nc1nncc2ccccc12	-15	0.7	-3	-5	10	-6	2	2	93	4
CC1(C)NC(=O)N(CC(=O)N2CCN(c3cccc(Cl)c3)CC2)C1=O	/	-2.5	2	1	-10	7	1	-34	93	5
COc1ccc(N/C=C2\CCOC2=O)cc1	-3	1.2	-3	0	-2	-4	5	2	86	2
Cc1ccc2c(CN3CCCCC3)cc(=O)oc2c1C	-1	1.1	-9	-3	4	2	4	-2	98	-5
O=C(NCc1cccc(Cl)c1)NC(=O)c1csc([N+](=O)[O-])c1	-13	1.6	6	-1	11	6	2	-3	99	0
COc1ccc(-c2csc(C(NC(C)=O)c3ccc(F)c(F)c3)n2)cn1 (centres undefined)	-6	-0.2	0	-1	-4	-5	4	-1	98	1
CCCCc1nc2cc(Cl)ccc2o1	-16	0.6	0	1	5	6	-3	5	88	0
O=C(Nc1c(C(=O)O)[nH]c2ccccc12)c1cccc(C(F)(F)F)c1	-4	-2.1	5	2	-7	14	-1	-5	92	3
C/C=C/c1ccc(OC(C)=O)c(OC)c1	-10	-0.3	7	2	12	8	-2	-5	98	1
COc1ccccc1NC(=S)N(C(C)C)C(C)c1ccccn1 (centres undefined)	-6	3.1	0	2	9	2	-2	6	96	1
O=C(NCC1CCCO1)C1CCN(C(=O)c2ccc(Br)cc2)CC1 (centres undefined)	-9	-1.2	1	3	0	-2	-6	-1	102	-5
CNc1nc(C)cc(C)c1S(=O)(=O)c1ccc(C)cc1	/	0.7	-2	-1	0	-21	-7	-8	101	-5
COc1nc(Cc2ccc(Cl)cc2)nc2ccccc12	-4	-1.5	4	0	-2	4	-2	7	110	-2
CC(Oc1ccc2c3c(c(=O)oc2c1)CCC3)C(=O)NCC1CCC(C(=O)O)CC1 (centres undefined)	/	0.2	-7	0	4	2	-1	/	102	-1
CCCOc1ccc(/C=N/O)cc1	-4	0.0	6	-3	1	-8	-1	0	90	3
OCCN1CCN(CC/C=C2/c3ccccc3Sc3ccc(C(F)(F)F)cc32)CC1	-5	3.4	20	-5	7	2	0	6	97	-12

An excerpt from above in order of number of heavy atoms, lowest first:
SMILES	CaV13 FRET inh	MC4R ag barr	Exocytosis inh	Glyco luc inh	MC4R antagonist	Cardio protect	ABHD5-PLIN5 inh	PDI inh	ABCB6 inh MLPCN	m5-HT2A agonist
CCCOc1ccc(/C=N/O)cc1	-4	0.0	6	-3	1	-8	-1	0	90	3
Cc1cc(C)n(-c2ccc(C)c(Cl)c2)n1	-18	1.2	3	0	3	4	-6	4	103	-1
O=C1CC2(CCCCC2)Oc2ccccc21	-8	2.0	9	0	4	0	1	6	92	4
O=C(NCc1cccc(Cl)c1)NC(=O)c1csc([N+](=O)[O-])c1	-13	1.6	6	-1	11	6	2	-3	99	0
COc1ccc(NS(=O)(=O)c2ccc(-c3ccccn3)s2)cc1	-15	-2.7	29	-1	2	-11	-1	-5	99	7
O=C(NCC1CCCO1)C1CCN(C(=O)c2ccc(Br)cc2)CC1 (centres undefined)	-9	-1.2	1	3	0	-2	-6	-1	102	-5
O=C(Nc1ccccc1N1CCOCC1)c1ccc2ccccc2n1	-5	-1.3	5	3	-4	30	-1	15	99	3
O=S1(=O)CC(N2CCCCC2)CN1Cc1cn(Cc2ccc(Cl)cc2)nn1 (centres undefined)	-11	/	0	/	/	/	-3	/	92	2
CCOc1ccc2nc(NC(=O)CSc3nnnn3C3CCCCC3)sc2c1	-5	0.8	2	0	17	-6	7	-3	100	1
Cn1c(=O)c2c(ncn2CC(=O)OCC(=O)Nc2cc(Cl)ccc2Cl)n(C)c1=O	-2	-4.1	-2	0	14	7	2	4	99	-2
Cc1ccc(N(C(=O)c2csnn2)C(C(=O)NC2CCCCC2)c2ccncc2)c(C)c1 (centres undefined)	-3	2.0	41	2	21	2	2	-10	98	-5
C[C@]12c3[nH]c4ccc(Cl)cc4c3CCN1C(=O)[C@@H](CC(=O)NCCC1=CCCCC1)C[C@@H]2C(=O)N1CCCCC1	-6	-2.2	9	0	4	-2	2	5	98	-3
